P. falciparum M17LAP: P. falciparum M17LAP inhibitors, primary screen, biochemical, fluorogenic H-Leu-NHMec substrate, 1536-well (AID 1619) | inhibition, % at 30 µM; hits with a dose series show IC50 in µM | 0.38% of 220,000 active | recombinant M17LAP, H-Leu-NHMec fluorogenic kinetic assay; higher % means a stronger effect;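 active = compound inhibiting the enzyme by more than half at any dose during confirmatory dose-response retesting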;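 note: plate controls were full reaction with DMSO carrier for no effect and no enzyme background for full effect; strong numbers were not always called active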
Autophagy mod: alters autophagy in cells. MEF GFP-LC3 puncta imaging; test concentration mostly 10 µM. calls only at 10 µM (by protocol). 0.98% of 190,000 active. AID 463193;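 active = percentage of spot-positive cells more than 3 SD above its plate mean, without a fluorescence outlier flag or 80% toxicity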;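 note: spot-positive cell cutoff set from DMSO-treated cells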
CSM14.1 death rescue: rescue of cells from ER stress-induced death, primary screen, 384-well, CSM14.1, thapsigargin, ATP luminescence (AID 1222) | CSM14.1 thapsigargin-induced death rescue, ATP luminescence; higher % means a stronger effect | cellular ATP content (survival), % at 20 µM, or EC50 in µM where a hit was titrated | 190,000 tested, under 10 active;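 active = EC50 below 50 µM in the dose-response confirmation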;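 note: death triggered by thapsigargin at about 15 µM added after 2 h compound pretreatment; cell ATP read after overnight thapsigargin exposure of roughly 18 to 22 hours; normalized against plate controls of thapsigargin alone and 5% DMSO vehicle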
P. falciparum M1AAP: malaria alanyl aminopeptidase activity blockers – biochemical, fluorogenic H-Leu-NHMec substrate, 1536-well (AID 1445). inhibition, % at 30 µM; hits with a dose series show IC50 in µM. recombinant M1AAP, H-Leu-NHMec fluorogenic kinetic assay; higher % means a stronger effect. 0.42% of 220,000 active;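 active = primary inhibition above the hit cutoff, then over 50% inhibition at one or more dose response concentrations, cut at about 23% in these data, passing the limit was not always enough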;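 note: plate controls were DMSO full reaction for no effect and no enzyme background for full effect; strong numbers were not always called active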
MT stabilizer: microtubule stabilizers in HeLa cells; HeLa tubulin immunostaining HCS, 24 h; share of cells brighter than vehicle mean+2SD; % tubulin-high responders, % at 10 µM; 0.83% of 200,000 active; AID 2205;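 active = plate Z-score above 3 for both tubulin-high and condensed-nucleus cell shares, with cell loss under 80%, at 10 µM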;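 note: anti alpha tubulin signal scored within the nucleus-defined area of each cell; some results filed as inactive read as strong as hits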
Dynein transport: dynein cargo transport inhibition. 3617.4 mouse cells, GR-EGFP nuclear translocation imaging; test concentration mostly 20 µM; stimulated with dexamethasone, 1 µM; hits give low values. z-score, hits read low. 0.47% of 220,000 active;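 active = plate z-score of nuclear minus cytoplasmic receptor signal below a set negative limit, without overly bright fluorescence or cell loss, cut at about -3.5 in these data, passing the limit was not always enough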;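 note: z-score of nuclear minus cytoplasmic ring GR-EGFP intensity difference per well; some compounds called inactive have numbers as strong as hits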
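Buffer or medium: tet-free, stripped-serum medium; Also added: dexamethasone, 1.0 µM final; Technique: high-content fluorescence imaging after fixation; Times: 48 h induction, 1 h compound, 30 min dex at 37 °C; Read-out: per-cell GR-EGFP intensity, nucleus versus surrounding cytoplasmic ring, well-averaged.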
Lipid droplet: modulators of hepatic lipid droplet formation. AML12 mouse hepatocytes, oleate lipid droplets, BODIPY imaging. inhibition, % at 6.5 µM. 0.4% of 240,000 active. AID 1656;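 active = lipid droplet intensity inhibited by at least 50%, with more than 500 cells counted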
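Assay system: AML12 hepatocytes (mouse); Probe or stimulus: oleic acid at 100 µM to induce lipid droplet formation; Dosing: compound at 6.5 µM only; Schedule: compound with oleate, overnight; Detection: fluorescence imaging, 20x objective, two fields per well; Measure: % inhibition of lipid droplet signal.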
Yfh1-depleted yeast: mitochondrial function rescue without frataxin homolog – Friedreich's ataxia, plus single-dose screen, dose response (AID 1465) | S. cerevisiae Yfh1-off respiration, WST-1 reduction, 72 h; higher fold induction means a stronger effect | 0.074% of 220,000 active | fold induction at 50 µM; hits with a dose series show EC50 in µM;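 active = fold induction of absorbance versus untreated yeast above a set limit, then at least 30% activation at any dose in follow-up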;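 note: activators that raise dye reduction in frataxin-depleted yeast; strong numbers were not always called active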
Ins promoter up: MIN6 insulin promoter up-regulation; z-score at 5 µM; AID 1625; MIN6 insulin promoter-GFP reporter, high-content imaging; hits give high values; 0.3% of 190,000 active;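 active = z-score above 3 at 5 µM with at least 500 cells counted in the well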
Dynein transport cytoplasmic EGFP: also measured in Dynein transport; calls as there; z-score; measured here: cytoplasmic GR-EGFP intensity; hits give high values
Dynein transport nuclear GR-EGFP: further read-out of Dynein transport, marked with its call; z-score; measured here: nuclear GR-EGFP intensity;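 lower value marks the stronger effect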
Dynein transport cell count: recorded beside Dynein transport, whose call it bears; z-score; measured here: cell count per field
Ins promoter up cell count: further read-out of Ins promoter up, marked with its call; cell count; measured here: cytotoxicity, nuclei count;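 total cells summed across four imaged fields per well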
Lipid droplet cells 6.5 µM: also measured in Lipid droplet; calls as there; cell count; measured here: cell count, cytotoxicity flag;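 cells counted across two imaged fields per well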
MT stabilizer Hoechst-high %: further read-out of MT stabilizer, marked with its call; % Hoechst-high responders; measured here: nuclear condensation Hoechst responders;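 share of cells brighter than vehicle mean plus two SD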
MT stabilizer cytotoxicity %: further read-out of MT stabilizer, marked with its call; toxicity, %; measured here: cytotoxicity by cell density;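 0% = mean cell density of plate MIN control wells and 100% = no cells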
Autophagy mod cell loss 18 h: also measured in Autophagy mod; calls as there; toxicity, %; measured here: cell loss, nuclei count;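 cell loss after 18 h compound exposure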
* hit, by the source's call; i = inactive; . = no result given.

SMILES	P. falciparum M17LAP	Autophagy mod	Autophagy mod cell loss 18 h	CSM14.1 death rescue	P. falciparum M1AAP	MT stabilizer	MT stabilizer Hoechst-high %	MT stabilizer cytotoxicity %	Dynein transport	Dynein transport cytoplasmic EGFP	Dynein transport nuclear GR-EGFP	Dynein transport cell count	Lipid droplet	Lipid droplet cells 6.5 µM	Yfh1-depleted yeast	Ins promoter up	Ins promoter up cell count
CCOc1ccc(NC(=O)c2cccc(OC(=S)N3CCOCC3)c2)cc1	-4%	i	2	-1.8%	6%	3.1	2.0	5.3	0.71	0.52	0.38	-0.54	12	720	i	1.2	1439
COc1ccc(Nc2nc(N/N=C/c3ccc(N(C)C)cc3)nc(C)c2[N+](=O)[O-])cc1	29%	i	-1	10%	6%	4.1	3.2	5.9	-0.24	0.66	-0.27	0.56	25	607	i	-0.44	1077
c1coc(CNc2c3c(nc4ccccc24)CCC3)c1	17%	i	-7	-3.6%	11%	3.4	2.3	8.5	-0.91	-0.21	-0.18	0.54	.	.	i	-0.2	703
C(=N\N1CCN(Cc2ccccc2)CC1)/c1cccnc1	0%	i	-16	1.0%	-2%	5.5	1.9	6.0	0.34	-0.25	0.38	0.071	-24	532	i	0.22	1410
O=C(CSc1nc2ccccc2[nH]1)NCc1ccco1	9%	i	7	1.3%	7%	3.9	2.5	6.6	-0.47	-0.21	-0.026	0.24	.	.	i	0.36	1134
Cc1cccc(S(=O)(=O)c2c(N)n(/N=C/c3cccnc3)c3nc4ccccc4nc23)c1	-3%	i	-2	1.2%	-4%	11	4.1	6.6	0.022	-0.13	0.65	-0.42	.	.	i	-1.9	1118
CSc1nnc(-c2sccc2-n2cccc2)o1	-18%	i	-3	.	8%	3.3	2.9	0.9	0.56	-0.35	0.2	0.86	28	710	i	-0.95	1283
O=S(=O)(c1ccc(-c2csc(Nc3ccc(Br)cc3)n2)cc1)N1CCCC1	18%	i	15	1.6%	0%	5.7	5.4	2.0	-1.5	-0.21	-1	1.4	14	642	i	-0.88	2160
CC(=O)NC1C(Oc2ccc3c(C)cc(=O)oc3c2)OC(COC(C)=O)C(OC(C)=O)C1OC(C)=O (centres undefined)	9%	i	-7	0.8%	8%	2.9	2.7	9.2	-0.62	-0.15	-0.44	-0.72	-7	704	i	0.05	1387
O=C(NC1CCCCC1)C1CCN(S(=O)(=O)c2cccc3cccnc23)CC1	7%	.	.	-1.0%	0%	4.6	1.0	7.3	-0.12	-0.3	-0.062	0.39	.	.	i	0.41	1038

Ordered by value in P. falciparum M1AAP (rising): three of the compounds above.
Compound	P. falciparum M1AAP
O=S(=O)(c1ccc(-c2csc(Nc3ccc(Br)cc3)n2)cc1)N1CCCC1	0%
COc1ccc(Nc2nc(N/N=C/c3ccc(N(C)C)cc3)nc(C)c2[N+](=O)[O-])cc1	6%
CC(=O)NC1C(Oc2ccc3c(C)cc(=O)oc3c2)OC(COC(C)=O)C(OC(C)=O)C1OC(C)=O (centres undefined)	8%

The list goes on:
SMILES	P. falciparum M17LAP	Autophagy mod	Autophagy mod cell loss 18 h	CSM14.1 death rescue	P. falciparum M1AAP	MT stabilizer	MT stabilizer Hoechst-high %	MT stabilizer cytotoxicity %	Dynein transport	Dynein transport cytoplasmic EGFP	Dynein transport nuclear GR-EGFP	Dynein transport cell count	Lipid droplet	Lipid droplet cells 6.5 µM	Yfh1-depleted yeast	Ins promoter up	Ins promoter up cell count
CC(C)(C)NCc1ccccc1OCc1cccs1	-9%	i	5	1.2%	-2%	3.2	1.9	7.0	0.12	-0.19	0.44	0.39	.	.	i	-0.21	1545
Cc1cccc(CSc2nnc(N)n2-c2ccccc2)c1	-6%	i	6	-0.3%	-1%	4.1	2.5	4.2	-0.98	-0.24	-0.3	-0.099	-30	744	i	.	.
O=c1cc(CN2CCN(c3ccccc3F)CC2)c2cc3c(cc2o1)CCCC3	7%	i	7	-3.9%	3%	1.7	1.6	11	-0.3	-0.2	-0.12	-0.41	-8	746	i	-0.42	903
Cc1nc(-c2nnc(SCC(=O)Nc3ccc(Cl)cc3)n2C)cs1	-8%	.	.	.	-2%	.	.	.	0.78	-0.25	1	-1.1	-7	615	i	-0.11	1012
C[C@]12CC[C@@H]3c4ccc(O)cc4[C@@H](O)C[C@H]3[C@@H]1CC[C@@H]2O	-3%	i	-39	10%	8%	1.9	2.5	13	-0.37	-0.24	0.31	0.36	-5	688	i	.	.
CN(CC(=O)Nc1ccccc1Cl)CC(=O)Nc1ccccc1[N+](=O)[O-]	-3%	i	15	2.2%	4%	4.6	2.2	7.7	2.1	0.12	1.3	-1.7	-6	683	i	-0.04	1433
COc1ccc(OC)c(NC(=O)C2CC(=O)n3ncnc3N2)c1 (centres undefined)	0%	i	-6	3.7%	-3%	2.8	1.2	6.6	-0.38	-0.18	-0.41	-0.6	3	756	i	-0.04	1136
N#Cc1ccccc1N=Cc1ccc(Br)cc1	12%	i	3	-1.9%	3%	2.2	4.0	0.9	-0.65	-0.031	-0.33	0.14	5	656	i	-0.33	1359
CC1(C)CC(=O)C=C(NCc2cccs2)C1	6%	i	13	0.2%	0%	7.2	3.5	3.9	3.3	-0.29	1.1	-0.8	.	.	i	0.72	1247
O=C1CC(c2cccc(Cl)c2)Cc2nc(N3CCN(c4ccccc4)CC3)ncc21 (centres undefined)	3%	i	9	-3.3%	4%	1.1	2.1	4.5	0.54	-0.13	0.49	0.19	7	667	i	-0.12	1890
CN1CCN(C2=Cc3ccccc3Sc3cc(F)ccc32)CC1	-7%	i	-10	-3.6%	0%	4.6	2.5	2.3	-1.3	4.2	0.44	-4.3	-4	665	i	.	.
COc1cc(C(C[N+](=O)[O-])c2c(C)[nH]c3ccccc23)cc(OC)c1OC (centres undefined)	15%	i	35	-1.5%	13%	3.4	2.8	4.1	0.016	-0.17	-0.28	-0.41	-25	623	i	0.04	1715
CCOC(=O)C(NC(=O)CC)(Nc1sc2c(c1C(=O)OC)CCN(C)C2)C(F)(F)F (centres undefined)	7%	i	-10	0.5%	-1%	5.4	1.6	3.4	-0.2	-0.27	0.11	1.2	.	.	i	-0.05	1458
CN(Cc1cc2ccccc2[nH]c1=O)S(=O)(=O)c1ccccc1	-6%	i	-6	0.0%	3%	3.4	1.7	3.2	-1.3	-0.27	-1.2	0.5	1	805	i	-0.38	1116
CCN(CC)CCNC(=O)C1CCCCN1S(=O)(=O)c1cccc([N+](=O)[O-])c1 (centres undefined)	-2%	i	10	0.1%	1%	1.0	1.3	4.9	-0.065	-0.23	0.79	-1.1	8	765	i	-0.41	1327
CN(Cc1nc(Cc2ccccc2F)no1)[C@@H]1CS(=O)(=O)C[C@H]1O	-3%	i	0	-0.1%	7%	3.0	2.0	4.2	-0.71	-0.29	-0.31	0.92	0	657	i	1	1473
CCc1ccc[n+](-c2nc([O-])sc2C=O)c1	8%	.	.	.	2%	.	.	.	-0.54	-0.24	0.32	-0.5	-11	695	i	-0.11	1055
NC(=S)Nc1ccccc1Br	-5%	.	.	.	3%	.	.	.	-0.53	-0.25	-0.37	0.97	.	.	i	-0.16	1399
CC(C)(C)C1CCC(=NNC(=O)CN(c2ccccc2)S(C)(=O)=O)CC1 (centres undefined)	20%	i	2	-0.5%	11%	2.1	2.8	6.7	0.2	-0.24	0.049	-0.35	-20	633	i	0.48	1002
CCn1cc(C(=O)NC(=S)Nc2cccc(O)c2)cn1	5%	i	40	-6.1%	15%	2.0	1.7	7.7	0.51	0.088	0.75	-0.76	-11	680	i	0.1	759

Results in Autophagy mod and P. falciparum M1AAP, for some of the entries so far:
| Compound | Autophagy mod | P. falciparum M1AAP |
| --- | --- | --- |
| NC(=S)Nc1ccccc1Br | . | 3% |
| CC(C)(C)C1CCC(=NNC(=O)CN(c2ccccc2)S(C)(=O)=O)CC1 (centres undefined) | i | 11% |
| CCn1cc(C(=O)NC(=S)Nc2cccc(O)c2)cn1 | i | 15% |

(further entries)
SMILES	P. falciparum M17LAP	Autophagy mod	Autophagy mod cell loss 18 h	CSM14.1 death rescue	P. falciparum M1AAP	MT stabilizer	MT stabilizer Hoechst-high %	MT stabilizer cytotoxicity %	Dynein transport	Dynein transport cytoplasmic EGFP	Dynein transport nuclear GR-EGFP	Dynein transport cell count	Lipid droplet	Lipid droplet cells 6.5 µM	Yfh1-depleted yeast	Ins promoter up	Ins promoter up cell count
CC(C)C(O)(C#CCN1CCCCC1)c1ccccc1 (centres undefined)	-9%	i	-14	2.4%	-2%	0.8	1.4	8.0	1.8	-0.2	0.93	-0.75	-2	777	i	-0.46	1230
O=C(O)CN(Cc1ccccc1)S(=O)(=O)c1ccc(F)cc1	15%	i	-3	-2.3%	16%	1.2	1.5	2.8	0.83	-0.18	0.49	-0.69	11	704	i	-1.1	1102
CCN1CCN(/C=N/c2nc(C)cs2)CC1	10%	i	4	1.2%	7%	5.1	2.0	9.7	-0.63	-0.1	0.028	-1.1	.	.	i	.	.
O=C(COc1ccc(S(=O)(=O)N2CCCC2)cc1Cl)Nc1ccc2c(c1)OCO2	4%	i	2	0.7%	9%	1.5	0.2	31	-0.4	0.56	0.26	0.42	7	711	i	0.61	1275
Fc1ccc(C2=Nn3c(nnc3-c3ccco3)SC2)cc1	-4%	.	.	.	5%	.	.	.	-0.13	-0.29	-0.47	0.58	13	741	i	0.33	1168
FC(F)(F)c1ccccc1-n1c(CN2CCCCC2)n[nH]c1=S	6%	.	.	.	-4%	.	.	.	-0.36	-0.73	-0.36	0.067	9	719	i	0.39	1207
N#CCC(=O)NCC1(c2ccccc2)CCCC1	-5%	i	-7	-1.6%	7%	2.5	1.5	2.3	1	-0.24	0.32	0.091	1	463	i	0.63	1813

Screening data from PubChem.

Rows are unselected; overall some 3.5% were active at least once.
